TAG inh – triacylglycerol accumulation inhibition; AID 651582; inhibition, % at 12.5 µM; H9c2 cells, Nile Red lipid (TAG) fluorescence; cells loaded with 200 µM oleic acid; 0.66% of 230,000 active;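 active = pattern-corrected inhibition of lipid staining of at least 50% with the nuclear-stain viability signal not falling by more than 50%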;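 note: 0% = DMSO wells and 100% = triacsin C control wells; some results filed as inactive read as strong as hits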
TAG inh DAPI viability – second read-out of TAG inh, no call of its own (marks repeat the call); DAPI nuclei signal change (viability), lower = more cytotoxic, %;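 whole-well DAPI fluorescence read on a plate reader as a viability signal; minus 50 percent equals half of cells still viable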
* marks the source's active call; other numbers are inactive results. Only part of the results is shown (hit frequency here may not be typical).

SMILES | TAG inh | TAG inh DAPI viability
COc1ccc(-n2cnc3scc(-c4ccccc4)c3c2=O)cc1 | -37.6 | 0.9
Nc1nc(CSc2nc3ccccc3[nH]2)cs1 | 21.9 | -13.8
Cc1c(C(=O)N2CCN(C(=O)c3ccccc3)CC2)oc2ccc(F)cc12 | -11.3 | 5.5
COc1cccc(OCc2nc3ccccc3[nH]2)c1 | -19.5 | -3.7
O=C(Nc1ccc(-c2cn3ccsc3n2)cc1)C1COc2ccccc2O1 (stereo unspecified) | -10.6 | -2.1
O=C(c1cccc(S(=O)(=O)NCc2ccccc2)c1)N1CCCCC1 | -12.0 | 5.7
COC(=O)c1ccc(C(=O)OC)c(NC(=O)/C=C/C(=O)O)c1 | -1.7 | -6.0
CCc1ccc(N2CC(C(=O)OCC(=O)Nc3ccc(C#N)cc3)CC2=O)cc1 (stereo unspecified) | 1.0 | -4.7
O=C(NCCCN1CCc2ccccc2C1)C1CCN(S(=O)(=O)N2CCC3(CC2)OCCO3)CC1 | 8.5 | -8.6
COc1ccc(C(=O)N2CCNC(=O)C2CC(=O)Nc2ccc(C)c(C)c2)cc1 (stereo unspecified) | 10.4 | 1.0
NNC(=O)c1cccc(S(=O)(=O)Nc2cccc(C(F)(F)F)c2)c1 | 3.1 | 2.0
Fc1ccc(OCCCn2ccnc2)cc1 | -6.5 | 0.5
CC(C)(C)OC(=O)[C@H](Cc1ccccc1)NC(=O)c1nc[nH]c1C(=O)N1CCN(c2ccccc2)CC1 | -27.1 | -1.6
Brc1c(-c2ccc3c(c2)OCO3)nc2ncccn12 | -1.8 | 4.4
CCOC(=O)N1CCC(c2[nH][nH]c(=O)c2C)CC1 | 0.0 | -12.4
COC(=O)CCCC1=CC2=CC(=O)C(C)(OC(=O)c3cccs3)C(=O)C2=CN1Cc1ccc2c(c1)OCO2 (stereo unspecified) | 9.7 | -11.0
O=C(COC(=O)c1ccccc1Cl)NC1CCCCCC1 | -12.3 | 5.7
Cc1ccc(OCC(=O)N2CC(C)OC(C)C2)c([N+](=O)[O-])n1 (stereo unspecified) | -26.9 | 3.1
CCCCN(C(=O)c1ccc(C)o1)c1c(N)n(CCCC)c(=O)[nH]c1=O | -12.7 | -3.9
COc1ccc2ncccc2c1Cc1c(OC)ccc2ncccc12 | 3.7 | -0.6
CC(C(=O)O)n1c(-c2ccn[nH]2)n[nH]c1=S (stereo unspecified) | -17.0 | 4.1
Cc1ccnc(NC(=O)c2c(-c3ccccc3Cl)noc2C)c1 | -3.7 | 3.4
Cc1cc[n+](CC(=O)Nc2nc3ccccc3s2)cc1 | 2.6 | 0.1
O=[N+]([O-])c1ccccc1S(=O)(=O)Nc1cccc(-c2ccc(N3CCOCC3)nn2)c1 | -8.6 | -2.7

Looked up by compound from the entries so far (7):
SMILES | TAG inh | TAG inh DAPI viability
Cc1ccnc(NC(=O)c2c(-c3ccccc3Cl)noc2C)c1 | -3.7 | 3.4
O=[N+]([O-])c1ccccc1S(=O)(=O)Nc1cccc(-c2ccc(N3CCOCC3)nn2)c1 | -8.6 | -2.7
COc1ccc2ncccc2c1Cc1c(OC)ccc2ncccc12 | 3.7 | -0.6
Cc1ccc(OCC(=O)N2CC(C)OC(C)C2)c([N+](=O)[O-])n1 (stereo unspecified) | -26.9 | 3.1
Cc1cc[n+](CC(=O)Nc2nc3ccccc3s2)cc1 | 2.6 | 0.1
CCCCN(C(=O)c1ccc(C)o1)c1c(N)n(CCCC)c(=O)[nH]c1=O | -12.7 | -3.9
CC(C(=O)O)n1c(-c2ccn[nH]2)n[nH]c1=S (stereo unspecified) | -17.0 | 4.1

Next section.
SMILES | TAG inh | TAG inh DAPI viability
O=C(Cn1c(=O)oc2ccccc21)Nc1ccc(S(=O)(=O)N2CCCCC2)cc1 | 19.4 | -8.1
O=C(C(Cc1ccccc1)N1C(=O)C2C3C=CC(C3)C2C1=O)N1CCCCCC1 (stereo unspecified) | 2.6 | -5.8
O=C(O)c1cc(N2C(=O)C=CC2=O)cc(N2C(=O)C=CC2=O)c1 | 1.2 | -2.8
CC(C)Cc1cc(C(=O)N2CCC(N3CCC(C(=O)N4CCCC4)CC3)CC2)n[nH]1 | -0.4 | 2.1
COc1ccc(S(=O)(=O)N(C)CC(=O)NCCCN2CCOCC2)cc1C | 3.0 | 0.6
COc1ccc(-c2ccc3c(c2)[C@@H]2C[C@H](N(C)C(=O)C(C)(C)C)[C@H]([C@H](C)O)C(=O)N2CC3)cc1 | 10.2 | 0.3
Cc1sccc1/C=N/NC(=O)c1ccco1 | 7.3 | -1.9
CC(=O)Nc1ccc(NC(=O)C2CC(=O)Nc3nc4ccccc4n32)cc1 (stereo unspecified) | -4.4 | -6.5

Profiles, looked up by structure:
COc1ccc(S(=O)(=O)N(C)CC(=O)NCCCN2CCOCC2)cc1C as listed: TAG inh = 3.0; TAG inh DAPI viability = 0.6
O=C(Cn1c(=O)oc2ccccc21)Nc1ccc(S(=O)(=O)N2CCCCC2)cc1 as listed: TAG inh = 19.4; TAG inh DAPI viability = -8.1

The results go on:
SMILES | TAG inh | TAG inh DAPI viability
COc1cc(C(NC=O)C(=O)Nc2c(C)cccc2C)ccc1O (stereo unspecified) | -17.6 | 6.5
O=C(COc1ccc(-n2cnnn2)cc1)NC1CCCCC1 | -2.4 | -2.2
O=C(Nc1ncc(Cc2ccc(SC(F)F)cc2)s1)c1ccc(OC(F)F)cc1 | 20.1 | -20.3
COc1ccc(C2C/C(=N\O)C(C)(C)O2)cc1 (stereo unspecified) | 1.9 | 1.3
C=CCn1c(SCC(=O)Nc2cc(C)on2)nc2sc3c(c2c1=O)CCCC3 | 11.5 | 2.6
CCN(C(=O)CSc1nnc(COc2ccccc2F)n1N)c1c(N)n(Cc2ccccc2)c(=O)[nH]c1=O | -4.1 | -3.3
COc1cccc(CN(C)C[C@@H]2OCc3ccccc3-c3c(n(C)c4ccccc34)C(=O)N([C@@H](C)CO)C[C@H]2C)c1 | 27.2 | 2.2
Cc1ccc(SCC(=O)NCCN2C(=O)CSC2=O)c(C)c1 | 13.5 | -9.7
COc1ccc2c(c1)C(C)(Cc1ccc(C(=O)c3ccccc3)cc1)C(=O)N2 (stereo unspecified) | 10.4 | -4.2
CN1OC(COC(=O)c2ccc(Cl)cc2Cl)CC1c1ccccc1 (stereo unspecified) | -16.6 | -2.8
O=C(CSc1nnc(-c2ccc(C(F)(F)F)cn2)s1)c1ccc(Cl)cc1 | 2.5 | 5.3
CN(CCO)S(=O)(=O)c1ccc2c(c1)C(=NO)c1cc(S(=O)(=O)N(C)CCO)ccc1-2 | 13.6 | -1.2
C[n+]1cccc(/C=N/NC(=O)CC23CC4CC(CC(C4)C2)C3)c1 | 8.2 | 43.6
O=C1[C@@H](Oc2ccccc2)[C@@H](c2cnc3ccccc3c2)N1c1ccccc1 | -8.5 | -0.5
O=C1COc2ccc(C(=O)CSc3nnc(Cc4cccs4)n3-c3ccccc3)cc2N1 | -16.5 | 17.3
COc1ccc(C(=O)OCC(=O)N(C)C2CCS(=O)(=O)C2)cc1S(=O)(=O)N1CCCc2ccccc21 (stereo unspecified) | 0.3 | -5.4
Cc1cc(N2CCCC2)nc2ccccc12 | 3.4 | 20.6
COc1ccc(C2C(C#N)=C(N)Oc3n[nH]c(C)c32)cc1CSc1ccccn1 (stereo unspecified) | 2.4 | -3.8
Cc1ccc(C(=O)Nc2nc(-c3ccco3)c(-c3ccco3)s2)o1 | 4.6 | -2.9
Cc1cnc(C(=O)Nc2ccc(S(=O)(=O)NCC(C)C)cc2)cn1 | -7.4 | 3.7
CCOc1ccccc1N1CCN(CC(=O)c2c(N)n(C)c(=O)n(C)c2=O)CC1 | 4.9 | -5.1
O=C1NCCSC1c1ccccc1 (stereo unspecified) | 10.9 | 0.7
COc1ccc(S(=O)(=O)Cc2ccc(C(=O)NCc3ccco3)o2)cc1 | -3.6 | -0.9
COc1ccc(-c2cc(-c3ccccc3)n[nH]2)c(O)c1 | 12.4 | 2.3
O=C(c1ccc2ccccc2c1)C1CCCN(C(=O)CN2C(=O)CSC2=O)C1 (stereo unspecified) | -7.1 | 0.2
Cc1c(NC(=O)C(C)OC(=O)c2ccc(Br)o2)c(=O)n(-c2ccccc2)n1C (stereo unspecified) | -13.1 | 6.0
COc1ccc(Cl)cc1NS(=O)(=O)c1cccc(C(=O)NC2CCN(Cc3ccccc3)CC2)c1 | 11.1 | 5.5
CC1=C(C(=O)O)N2C(=O)C(NC(=O)c3ccc(F)cc3)C2SC1 (stereo unspecified) | 20.3 | -3.4
N/C(=N\OC(=O)c1cccc2ccccc12)c1ccncc1 | 10.6 | -1.2
CSc1nc(Oc2ccc(=O)[nH]n2)nc(N(C)C)n1 | -0.4 | -0.3
CCOc1ccc(Cl)cc1-c1cc(C(=O)NC(C)C)[nH]n1 | 25.2 | -20.5
Cc1noc2ncc(C(=O)c3cc(F)ccc3O)cc12 | -2.4 | 1.8
CC(O)(Cc1ccccn1)Cc1ccccn1 | 6.4 | -3.4
COC(=O)c1[nH]c2ccccc2c1NC(=O)C(C)N1CCN(C(=O)c2ccco2)CC1 (stereo unspecified) | 8.7 | -5.2
O=C(CN1C(=O)NC2(CCCCCC2)C1=O)c1ccc(OC(F)F)cc1OC(F)F | -11.9 | -8.5
Cn1c(SCC(=O)Nc2cccc(S(=O)(=O)NC3=NCCCCC3)c2)nnc1-c1ccncc1 | -6.6 | 11.3
CCCc1c(C(=O)Nc2ccc(F)cc2C)cnn1-c1ccccc1 | -9.0 | 10.3
COc1ccc(CN(CC(O)COCc2ccccc2)S(=O)(=O)c2ccccc2Br)cc1OC (stereo unspecified) | -3.2 | 0.7
c1coc(-c2nnc3sc(-c4cccs4)nn23)c1 | 7.5 | -5.5
CCN(c1ccccc1)S(=O)(=O)c1cccc(C(=O)Nc2cccc(C)n2)c1 | -10.0 | 0.0
O=C1c2ccccc2C(=O)N1CCCOc1ccccc1 | -23.1 | 11.8
Clc1ccccc1-c1nc(-c2cccnc2)no1 | -12.1 | 7.6
N#Cc1ccccc1COC(=O)CCN=C1NS(=O)(=O)c2ccccc21 | 7.1 | 4.8
COc1ccc(/C=N/Nc2ccc([N+](=O)[O-])cc2)cc1Cn1cc([N+](=O)[O-])cn1 | -19.0 | -26.3
O=c1c2ccccc2nc2sc(Nc3cccc(Cl)c3)nn12 | 19.0 | -6.5
CCOCCCNC(=O)CCc1ccc(S(=O)(=O)Nc2ccc(C)cc2)cc1 | -12.1 | 5.0
CC(C)CN(C(=O)COC(=O)CCc1nc2ccccc2s1)c1c(N)n(Cc2ccccc2)c(=O)[nH]c1=O | -8.9 | -5.3
O=C(CSc1nc2ccccc2o1)Nc1ccccc1N1CCOCC1 | -24.0 | 9.5
CCOC(=O)c1c(C)[nH]c(C(=O)COC(=O)c2c(CC)noc2C)c1C | 6.9 | 1.2
COc1ccc(CCNC(=O)CNC(=O)N2CC(=O)Nc3ccccc32)cc1 | -10.7 | 7.3
CCc1nc(SCC(=O)Nc2ccccc2)c2c(=O)n(C)c(=O)n(C)c2n1 | -0.8 | 0.6
CCCn1c(-c2ccc[nH]c2=O)nc2cc(C)c(C)cc21 | -2.0 | 35.4
Nc1ncnc2c1C(c1ccccc1)c1c(ccc3ccccc13)O2 (stereo unspecified) | 2.6 | 2.1
Cc1cc(C)c(C)c(SCC(=O)Nc2oc(C)c3c(C)n[nH]c(=O)c23)c1C | 1.8 | 0.3
COc1ccc(CCN2C(=O)N(c3ccc(OC)cc3)C(=O)C2CC(=O)Nc2ccc(OC)cc2)cc1 (stereo unspecified) | 1.9 | -2.2
CCOCCN(C(=O)c1ccccc1Cl)c1ccccc1 | -12.0 | -1.0

Next section
SMILES | TAG inh | TAG inh DAPI viability
Cc1c(-c2ccc(Cl)cc2)[n+](=O)c(-c2ccccc2)cn1[O-] | -1.2 | 7.8
CN(C(=O)c1ccc(C#N)cc1)c1nnc(-c2ccccn2)s1 | 9.8 | -9.2
CC1CCN(Cc2ccc(NC(=O)CC3Oc4ccccc4NC3=O)cc2)CC1 (stereo unspecified) | 30.7 | -12.9
CCCCC(CC)CNC(=O)CCS(=O)(=O)c1cccc2nsnc12 (stereo unspecified) | -2.7 | 7.0
CC1=NNC(=O)c2ccccc2O1 | 5.9 | -10.6
CCCCCC/C(=N/O)c1ccccn1 | -1.4 | -10.3
COc1cccc(C2C3=C(CC(C)(C)CC3=O)OC(N)=C2[N+](=O)[O-])c1 (stereo unspecified) | 6.6 | -11.5
CCOC(=O)C1=C(COC(=O)/C=C/c2cccc([N+](=O)[O-])c2)NC(=O)NC1C (stereo unspecified) | -10.4 | -3.3
Cn1ncc(Cl)c1C(=O)N1CCN(C23CC4CC(CC(C4)C2)C3)CC1 | 10.0 | -1.5
CC(=O)c1ccc(N2CCN(C(=S)Nc3cccc(Cl)c3)CC2)cc1 | 2.4 | 17.0
Cc1ccccc1-n1nc2c(c1NC(=O)COc1ccc(Cl)cc1)CS(=O)C2 (stereo unspecified) | -0.1 | -9.1
Brc1ccc(-c2nnc3n2C2(CCCC2)Cc2ccccc2-3)o1 | -4.4 | 7.9
CC(=O)c1c(C)[nH]c(C(=O)CN2C(=O)NC(C)(c3ccc4c(c3)OCCO4)C2=O)c1C (stereo unspecified) | 17.5 | -3.1
O=C(CCNc1n[nH]c(=O)[nH]c1=O)N/N=C\c1ccc(Br)cc1 | 3.9 | 4.4
CN(C)S(=O)(=O)N1CCc2ccccc21 | -10.6 | 10.2
CCC(C)(C)C(=O)Nc1ncc(S(=O)(=O)c2ccc([N+](=O)[O-])cc2)s1 | 2.2 | 2.5
COc1ccc(N2CC(C(=O)Nc3ccc(S(=O)(=O)Nc4nccs4)cc3)CC2=O)c(OC)c1 (stereo unspecified) | -8.6 | -1.1
COc1cc(C=NNC(=O)Cn2nc(C)cc2C)ccc1OC(=O)C1CC1 | 4.1 | -3.5
CCN1CCN(S(=O)(=O)c2ccc(OC)c(NC(=O)c3ccccc3F)c2)CC1 | -19.7 | 7.9
CC(C)(C)NC(=O)C(=O)NN=C1CCCCCC1 | -0.3 | -5.8
Cc1cc(Sc2nccn2C)ncc1[N+](=O)[O-] | -3.4 | -4.5
O=[N+]([O-])c1cccnc1Oc1ccc(C2SCCS2)cc1 | -11.2 | 5.8
